Shn3 3UTR inh: inhibitors of Schnurri-3 3'UTR reporter in osteoblasts; Clone20 osteoblast Shn3 3'UTR firefly luciferase, 24 h; inhibition, % at 12.5 µM; 360,000 compounds, 0.52% hits;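 active means mean inhibition of at least 75% with every replicate also reaching 75%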;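 further: 0% = median of neutral control wells and 100% = pilot-screen positive control compound; some compounds past the cut are filed as inactive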
HIF-2a block: HIF-2a inhibition. AID 624352. inhibition, % at 18.8 µM. 360,000 compounds, 0.72% hits. 786-0 RCC cells HIF-2a reporter, luciferase luminescence, overnight;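 active means inhibition of the luminescence signal of 40% or more relative to plate controls, in a single-dose primary screen at 18.75 µM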
H9c2 protect: modulators protecting cardiomyocytes from myocardial damage | H9c2 cardiomyocytes, H2O2 injury protection, ATPLite, 2 h | protection from H2O2 cell death, % at 20 µM | 360,000 compounds, 0.63% hits | AID 588492;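 active means compounds giving at least 50% protection of heart cells from peroxide-induced death in the single-dose screen, raw or plate-pattern-corrected value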;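 further: 0% = DMSO wells with peroxide and 100% = DMSO wells without peroxide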
MITF TRPM1 inh: reduces MITF-dependent TRPM1 promoter luciferase signal; SK-MEL-5 TRPM1 promoter luciferase, 24 h; inhibition, % at 12.5 µM; 330,000 compounds, 0.83% hits; AID 488899;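 active means mean inhibition across replicates of 60% or more, whatever share of single replicates reaches that level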; further: values of inactives mirror those of a sister screen read the other way
NR2E3 ag-1: activates human photoreceptor nuclear receptor NR2E3. GST-NR2E3/biotin-RetCOR TR-FRET, 1536-well. inhibition of corepressor binding, % at 4.78 µM. 320,000 compounds, 0.12% hits. AID 2300;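 active means percent inhibition above the cutoff of mean plus 3 SD of all tested compounds, set per screening campaign, cut at about 20% in these data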;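 further: 0% = DMSO wells and 100% = biotin wells as full block of FRET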
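system = GST-tagged NR2E3 plus biotinylated RetCOR corepressor | input = 1.35 nM GST-NR2E3 | also added = 7 nM biotin-RetCOR | schedule = 5 h incubation at 4 °C | measured by = TR-FRET with europium anti-GST and streptavidin-D2, 340 nm excitation | read-out = percent loss of FRET ratio relative to control wells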
Peg3 promoter: reduces Peg3 promoter-driven luciferase expression in HeLa. HeLa PEG-Prom luciferase reporter, luminescence, overnight. inhibition, % at 20 µM. 360,000 compounds, 1.7% hits. AID 588405;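 active means inhibition of at least 50% at 20 µM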
CaV13 FRET inh: Disruptors of the CACNA1D IQ motif to Ca2+-dependent inactivation inhibitor domain association, primary screening, Förster resonance energy transfer in intact living …; HEK cells, CFP/YFP FRET ICDI-IQ, plate reader, 10 min; percent FRET-ratio fall versus neutral wells; inhibition, % at 12.3 µM; 340,000 compounds, 0.098% hits; AID 743397;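 active means mean replicate inhibition of at least 30% and at least 1% of replicates passing that level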;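 further: 0% = median of the neutral control wells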
NR2E3 ag-2: agonists of human NR2E3 nuclear receptor; AID 602229; inhibition of corepressor binding, % at 3.98 µM; CHO-S Gal4-NCOR/VP16-NR2E3 two-hybrid, luciferase; 360,000 compounds, 0.35% hits; Q9Y5X4;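 active means inhibition above the mean of all tested compounds plus 3 SD, cut at about 70% in these data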;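 further: 0% = DMSO with NR2E3 transfected cells and 100% = cells lacking NR2E3 construct; higher means lower luciferase signal from less NR2E3 corepressor binding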
PDI turbidity: inhibitors of human protein disulfide isomerase; P07237; PDI insulin aggregation turbidity, A650, 90 min; inhibition, % at 10 µM; 350,000 compounds, 0.052% hits;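 active means mean inhibition across replicates of 30% or more, whatever share of single replicates reach that level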;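 further: absorbance from insulin aggregation driven by PDI reduction with DTT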
Target sequence (P07237 whole entry, looked up): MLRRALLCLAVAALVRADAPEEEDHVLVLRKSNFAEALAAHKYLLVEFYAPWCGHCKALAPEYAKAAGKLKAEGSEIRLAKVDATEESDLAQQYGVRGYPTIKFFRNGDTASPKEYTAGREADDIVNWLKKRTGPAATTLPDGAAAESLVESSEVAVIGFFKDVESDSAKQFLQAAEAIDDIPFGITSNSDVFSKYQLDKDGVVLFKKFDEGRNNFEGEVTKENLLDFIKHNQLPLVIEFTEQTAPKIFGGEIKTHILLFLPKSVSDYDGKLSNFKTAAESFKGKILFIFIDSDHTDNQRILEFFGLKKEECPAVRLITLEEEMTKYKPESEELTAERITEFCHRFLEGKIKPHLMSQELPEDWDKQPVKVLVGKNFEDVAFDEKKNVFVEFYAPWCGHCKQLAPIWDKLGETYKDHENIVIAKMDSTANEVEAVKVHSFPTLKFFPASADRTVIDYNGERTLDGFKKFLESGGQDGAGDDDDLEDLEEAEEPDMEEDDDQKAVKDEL
m5-HT2A agonist: mouse HTR2A agonism via beta-arrestin recruitment; P35363; CHO-K1 mHTR2A beta-arrestin complementation, luminescence; percent of 30 µM serotonin response; 360,000 compounds, 0.66% hits; activation, % at 7.6 µM;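 active means activation above a run cutoff, the mean activation of all tested compounds plus 3 SD, cut at about 14% in these data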;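 further: 0% = plate median of compound wells and 100% = 30 µM serotonin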
Target sequence (P35363 whole entry, looked up): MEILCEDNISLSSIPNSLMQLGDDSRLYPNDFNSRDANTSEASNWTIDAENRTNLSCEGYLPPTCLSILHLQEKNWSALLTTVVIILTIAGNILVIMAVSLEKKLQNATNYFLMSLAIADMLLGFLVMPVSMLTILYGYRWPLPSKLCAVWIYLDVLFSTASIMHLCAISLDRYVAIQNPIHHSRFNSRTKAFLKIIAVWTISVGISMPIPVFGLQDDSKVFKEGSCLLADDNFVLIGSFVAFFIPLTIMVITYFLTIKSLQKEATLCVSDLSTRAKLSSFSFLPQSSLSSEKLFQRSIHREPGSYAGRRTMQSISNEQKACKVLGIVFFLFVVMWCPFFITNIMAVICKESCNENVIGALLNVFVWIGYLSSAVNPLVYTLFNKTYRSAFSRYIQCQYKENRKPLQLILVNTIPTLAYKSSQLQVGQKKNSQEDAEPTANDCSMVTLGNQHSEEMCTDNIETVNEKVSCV
hiPSC survival: increases survival of single human iPS cells. 360,000 compounds, 0.044% hits. survival enhancement, % at 20 µM. hiPSC single-cell survival, ATPlite luminescence; 100% = ROCK inhibitor wells, 0% = DMSO; in the data active means survival enhancement above about 18%;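 further: cells exposed to compounds for 16 hours before the ATP read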
Numbers without * were called inactive; . = not tested or not shown.

Every second line gives: Shn3 3UTR inh | HIF-2a block | H9c2 protect | MITF TRPM1 inh | NR2E3 ag-1 | Peg3 promoter | CaV13 FRET inh | NR2E3 ag-2 | PDI turbidity | m5-HT2A agonist | hiPSC survival
COc1cc(C=O)ccc1OCCOCCOc1ccc(Cl)cc1Cl
  -9.5 | 7.7 | -18.2 | -16.1 | 3.0 | 8.8 | -3.0 | -21.8 | -1.2 | 0.9 | 1.2
CO/N=C/CC(=O)c1cnc(-c2ccccc2)s1
  -13.6 | -13.6 | 10.2 | -8.4 | 1.1 | -4.8 | -5.2 | -15.4 | 0.9 | 9.7 | -0.3
CC(=O)c1cccc(NC(=O)COc2ccccc2)c1
  -0.2 | -55.9 | 3.5 | -14.8 | 3.7 | -77.0 | -5.4 | 8.2 | 0.0 | -1.1 | -2.3
COc1cccc(NC(=O)Nc2cnccn2)c1
  -52.6 | -80.8 | -2.0 | -10.4 | -0.9 | -97.9 | -1.3 | -30.6 | -9.3 | -3.8 | -3.2
COc1ccc(N(CC(=O)N2CCOCC2)S(C)(=O)=O)c(OC)c1
  19.4 | 11.2 | -3.1 | 8.2 | -3.3 | 8.6 | 7.5 | 2.6 | -1.1 | 3.3 | 0.2
COc1cccc(CNC(=O)CCC2CCCN(C(=O)c3csc(C(C)C)n3)C2)c1 (configuration not stated)
  -12.8 | -2.4 | -0.3 | 12.7 | -1.2 | -13.6 | 0.8 | -5.7 | -3.5 | 9.4 | 0.0
CC(C)(C)C(=O)NC(=S)Nc1ccc(Cl)c(C(=O)O)c1
  5.7 | 14.3 | 1.0 | 6.3 | 0.1 | 18.3 | -4.5 | 3.9 | -6.9 | -4.3 | -0.3
Cc1c(C(=O)Nc2ccccc2N2CCN(C)CC2)oc2ccc(F)cc12
  9.0 | -14.8 | 33.0 | 47.8 | . | 22.5 | -5.9 | -4.6 | -3.9 | -13.4 | 0.3
CNc1nc(Nc2ccc(C(C)=O)cc2)nc(OC(C(F)(F)F)C(F)(F)F)n1
  19.2 | 16.2 | 4.7 | -8.9 | -0.3 | 18.8 | -2.3 | 8.2 | -15.2 | 4.7 | 0.4
CSc1ccccc1NC(=O)C1(C)CCN1C(=O)Cc1ccc(Cl)cc1Cl (configuration not stated)
  -13.2 | 10.8 | 2.7 | . | . | 22.2 | -5.4 | 5.2 | -66.4 | -7.2 | 6.8
CCOC(=O)C1CCN(C(=O)c2cccc(NS(=O)(=O)c3ccc(Br)cc3)c2)CC1
  12.5 | 7.8 | -2.6 | -1.7 | 3.9 | -3.9 | -5.5 | 17.0 | -5.6 | -1.4 | -0.3
O=C(CNC(=O)C(c1ccccc1)c1ccccc1)OCC(=O)c1cccs1
  -19.9 | 8.6 | 25.7 | -6.0 | -0.8 | 16.7 | -4.5 | 8.3 | -19.8 | 3.5 | 1.2
NS(=O)(=O)c1cc(C(=O)OCC(=O)Nc2ccc(N3CCCCC3)cc2)ccc1Cl
  -9.9 | -32.1 | -8.1 | -9.9 | 1.8 | -25.0 | -2.1 | -12.4 | -5.2 | -2.2 | -0.3
CCCCNC(=O)CSc1nccn1Cc1ccccc1
  -22.8 | -6.4 | -3.6 | -0.6 | 6.0 | -10.1 | -7.8 | 4.2 | 4.6 | -4.6 | 6.6
CC(C)(C)C(=O)/C=C1\SCC(=O)N1CC(=O)N1CCN(c2ccccc2)CC1
  -5.6 | 5.3 | 7.2 | -3.5 | . | -7.5 | -3.4 | -2.0 | 5.1 | 2.4 | 0.1

One compound at a time (already shown). Order of screens: Shn3 3UTR inh	HIF-2a block	H9c2 protect	MITF TRPM1 inh	NR2E3 ag-1	Peg3 promoter	CaV13 FRET inh	NR2E3 ag-2	PDI turbidity	m5-HT2A agonist	hiPSC survival
`COc1cccc(CNC(=O)CCC2CCCN(C(=O)c3csc(C(C)C)n3)C2)c1` (configuration not stated) is entered as -12.8	-2.4	-0.3	12.7	-1.2	-13.6	0.8	-5.7	-3.5	9.4	0.0
`CCCCNC(=O)CSc1nccn1Cc1ccccc1` is entered as -22.8	-6.4	-3.6	-0.6	6.0	-10.1	-7.8	4.2	4.6	-4.6	6.6

Additional entries
Every second line gives: Shn3 3UTR inh | HIF-2a block | H9c2 protect | MITF TRPM1 inh | NR2E3 ag-1 | Peg3 promoter | CaV13 FRET inh | NR2E3 ag-2 | PDI turbidity | m5-HT2A agonist | hiPSC survival
COc1ccccc1CN1CCC(CNS(=O)(=O)c2cc(-c3cc(C)no3)ccc2OC)CC1
  -15.8 | 5.3 | 5.1 | -3.6 | 3.3 | 11.7 | -6.2 | 15.8 | -8.7 | -6.2 | -0.3
CN(C)CCNC(=O)c1cccc(S(=O)(=O)Nc2ccc(F)cc2)c1
  -7.4 | 13.6 | 7.0 | 5.8 | -3.1 | 2.2 | -1.8 | 16.7 | -1.2 | 12.3 | -0.9
Cc1cc(C)cc(NC(=O)CN2CCN(c3ccccc3)CC2)c1
  11.3 | 11.1 | -3.9 | -7.3 | -3.7 | 17.7 | -4.9 | -2.7 | 10.6 | -10.1 | 0.1
CCOc1ccccc1CN1CCNC(=O)C1CC(=O)NCCC1=CCCCC1 (configuration not stated)
  9.3 | -9.7 | 0.3 | -6.8 | 2.7 | 7.1 | -7.5 | -18.1 | -7.5 | -8.8 | 0.4
CCOC(=O)C1CCCN(C(=O)CCCOc2cc(=O)n(C)c3ccccc23)C1 (configuration not stated)
  -5.2 | 3.0 | 9.7 | 6.4 | -3.4 | 2.3 | -4.6 | 10.3 | -6.6 | -1.7 | 5.0
CCSc1nnc(NC(=O)C(C)Sc2nc3ccccc3[nH]2)s1 (configuration not stated)
  -5.6 | -5.2 | -9.6 | 0.4 | 0.4 | -3.8 | -16.9 | 8.0 | 1.8 | 4.5 | -0.5
O=C(CSc1nnc(NC(=O)c2ccco2)s1)Nc1ccc2c(c1)OCCO2
  -30.1 | -73.6 | -8.7 | -8.9 | 3.8 | -84.9 | -3.6 | 1.8 | -2.4 | -0.5 | -0.5
Cc1ccc(-n2ccn(CC(=O)NCCc3ccccc3)c(=O)c2=O)cc1C
  -38.2 | -138.1 | 3.5 | -39.1 | 2.9 | -209.2 | -2.7 | -45.9 | -4.6 | 7.3 | -0.6
COC(=O)c1cc(NC(=O)c2cccc(C(F)(F)F)c2)c(=O)oc1C
  -0.9 | -8.7 | 3.2 | -6.9 | -1.7 | -5.5 | -4.9 | -11.2 | 3.3 | 2.5 | 1.4
CCOc1ccc(N2CC(=O)SC2=S)cc1
  25.1 | 13.9 | 4.7 | -7.2 | -1.3 | 5.2 | -10.7 | 4.6 | -3.9 | -0.4 | 2.5
CCOC(=O)N1CCN(c2ccc(S(=O)(=O)N(Cc3ccccc3)Cc3ccccc3)cn2)CC1
  83.0 | -39.8 | -24.2 | 18.3 | 1.5 | -19.2 | -5.4 | -19.9 | -1.6 | 4.6 | 0.9
COc1ccc([N+](=O)[O-])cc1-n1cccc1
  2.3 | -1.9 | -1.8 | -0.3 | -3.6 | 15.9 | -2.3 | 3.0 | 2.0 | -2.9 | 7.4
Cc1ccc(-n2nnnc2Sc2nc([N+](=O)[O-])nn2C)cc1
  -48.7 | 15.3 | 2.3 | 21.5 | 0.4 | -14.0 | -14.7 | -0.8 | -20.5 | 3.6 | -1.2
CCOC(=O)C1(C(=O)OCC)CCN(S(=O)(=O)c2ccccc2)CC1
  7.7 | 1.4 | 0.9 | 21.6 | . | 6.2 | -6.0 | -1.8 | 6.2 | -4.9 | -1.8
COc1ccc(-c2nn(-c3ccccc3)cc2CNCc2cccnc2)c(F)c1
  -27.4 | -12.0 | -6.7 | -6.8 | -4.4 | -5.3 | -1.6 | 1.0 | 0.3 | -7.3 | -0.3
O=c1c2ccccc2[nH]c(=S)n1CCCn1ccnc1
  2.3 | -8.0 | -6.3 | 2.2 | -0.3 | 1.9 | -17.1 | -21.2 | -1.8 | 4.2 | -0.5
CCOc1ccc(NC(=O)CN2CCc3ccccc3C2)cc1
  -0.5 | -11.3 | -1.5 | 5.3 | 3.0 | -14.7 | -7.7 | 4.9 | -3.8 | -3.8 | -0.4
CC(=O)NC(CC(=O)OCC(=O)Nc1ccc2c(c1)OCO2)c1ccccc1 (configuration not stated)
  -19.8 | 2.0 | 2.8 | 7.8 | -4.3 | -6.9 | -2.2 | -16.6 | -1.1 | 4.3 | -0.3
CCOC(=O)/C=C/C(=O)OCc1csc(CC(=O)Nc2ccccc2C)n1
  -10.7 | 16.8 | 1.4 | 5.8 | -0.6 | 22.1 | -3.2 | -11.4 | 8.2 | 3.4 | 0.4
Cc1cccc(C(=O)NCCNC(=O)c2cccnc2)c1
  -3.0 | 11.1 | 0.3 | 3.8 | 0.9 | -4.8 | -18.9 | -2.7 | -3.4 | -5.4 | -0.5
Cn1c(=O)c2c(nc(Oc3cccc(Br)c3)n2C)n(C)c1=O
  -10.1 | 24.4 | 2.1 | 1.6 | -1.4 | 11.7 | -20.2 | -13.2 | 2.7 | 0.5 | 0.4
CC(C)N1CCC(C)(C(=O)Nc2cccc3c2CCCC3)C1 (configuration not stated)
  -44.8 | 0.9 | 0.7 | . | . | 3.3 | -6.7 | -15.3 | -7.2 | 0.0 | -2.5
CCOC(=O)c1ccc(NC(=O)CSc2ccc(-c3ccncc3)nn2)cc1
  6.9 | -8.5 | 0.0 | -1.5 | -1.4 | -7.8 | -6.4 | -13.5 | -2.3 | -0.2 | 0.2
Cc1cc(F)ccc1S(=O)(=O)N1CCCOC1CNC(=O)C(=O)NCCC1=CCCCC1 (configuration not stated)
  7.7 | 15.5 | 0.7 | 5.7 | 3.5 | 8.2 | -2.4 | 0.9 | -2.4 | 2.1 | 5.0
COc1ccc2c(c1OC)C(=O)N1c3ccccc3C(=O)N(c3ccc(F)cc3)C21 (configuration not stated)
  9.5 | -4.9 | 39.7 | 8.2 | -1.6 | 45.7 | . | 15.3 | -45.4 | 6.2 | 3.4
COc1ccc(-c2cc(C(=O)Nc3cc(OC)c(OC)c(OC)c3)[nH]n2)c(C)c1
  -16.8 | -88.2 | -5.7 | . | . | -12.0 | -4.0 | -12.2 | -7.5 | 0.1 | -1.6

Taken from above.
`O=c1c2ccccc2[nH]c(=S)n1CCCn1ccnc1` in HIF-2a block = -8.0
`CCOC(=O)/C=C/C(=O)OCc1csc(CC(=O)Nc2ccccc2C)n1` in HIF-2a block = 16.8
`CC(=O)NC(CC(=O)OCC(=O)Nc1ccc2c(c1)OCO2)c1ccccc1` (configuration not stated) in m5-HT2A agonist = 4.3

Bioassay records from PubChem.
